Compound activity from PubChem BioAssay.
INS-1E GSIS act: primary screen for activators of insulin secretion dependent on glucose, INS-1E cells, GLuc reporter luminescence. INS-1E GLuc reporter insulin secretion, 2-3 h. activation, % at 16.6 µM. 370,000 tested, 0.61% active;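 active = lowest replicate activation of at least 40%, so every replicate reaches that level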;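 note: 0% = median of neutral control wells and 100% = median of IBMX positive control wells; some compounds called inactive have numbers as strong as hits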
PAX8 reporter: lowers PAX8-driven luciferase in RMG-I cells; AID 652154; inhibition, % at 12.6 µM; 360,000 tested, 1.2% active; RMG-I TPO-luciferase reporter, SteadyGlo, 24 h;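 active = mean replicate inhibition at least 60% with every replicate also reaching 60%; inconclusive = only one of the two criteria is met; inactive = mean below 60% and not all replicates reaching 60%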;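 note: luciferase light reporting Pax8 driven TPO promoter activity; plate controls were median of neutral control wells for no effect and mitoxantrone controls for full effect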
PGC1a acetyl inh: lowers PGC1a acetylation signal in U2OS cells; AlphaScreen anti-acetyl-lysine; with virally co-expressed GCN5 acetyltransferase; AID 651687; 350,000 tested, 0.17% active; inhibition, % at 15.6 µM;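 active = every replicate shows inhibition of at least 40%; inconclusive = mean inhibition at least 40% but some replicate below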;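 note: 0% = neutral control wells and 100% = positive control wells; some results beyond the cut were filed as inactive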
LGR2 inh: Drosophila LGR2 receptor signaling inhibition | HEK293 LGR2, CRE-luciferase, bursicon-stimulated, 4 h | inhibition, % at 9.99 µM | 380,000 tested, 0.35% active;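 active = drop in luminescence signal, shown as inhibition above about 50% in the replicate tests, limit read from the data, passing the limit was not always enough; inconclusive = probably only some replicates passing the limit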;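 note: agonist challenge used bursicon conditioned medium at about half maximal strength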
* = called active by the depositor; ? = inconclusive; . = not tested or not shown; & = joins results of further samples. This is a subset; the hit share may differ from the screen's.

SMILES	INS-1E GSIS act	PAX8 reporter	PGC1a acetyl inh	LGR2 inh
COc1ccc2c3c(n(C)c2c1)[C@H](CO)N(CC1CC1)CC31CCN(C(=O)c2cccnc2)CC1	8	.	-8	5
C/C=C/c1ccc([C@H]2[C@@H](CO)N(C(=O)COC)[C@@H]2CNC(=O)C2CCC2)cc1	3	.	-3	-17
CC(C)C#Cc1ccc([C@@H]2[C@H](CO)N3C(=O)CN(C(=O)c4ccc5c(c4)OCO5)C[C@@H]23)cc1	-18	.	8	15
C/C=C/c1ccc(C2[C@H]3CNC[C@@H]2N3C(=O)Nc2ccc(F)cc2)cc1 (some centres not stated)	-20&-4	.	4	-8&-5
COCC(=O)N1CC2(CN(Cc3nccs3)C2)c2c(n(C)c3cc(OC)ccc23)[C@H]1CO	21	.	3	14
COc1ccc2c3c([nH]c2c1)[C@H](CO)N(C(=O)Nc1c(C)noc1C)CC31CCN(CC2CCCCC2)CC1	17	.	-7	-23
CN1C(=O)c2cc(NC(=O)C3CC3)ccc2OC[C@H]2O[C@H](CC(=O)O)CC[C@@H]21	4	.	0	1
CCOC(=O)[C@]12CCC=C1N(Cc1ccco1)C(=O)[C@H](CC(=O)NCC1CCCCC1)C2	12	-15	.	11
Cc1cc(N2CCN(C(C(=O)NC3CCCC3)c3ccc(F)cc3)CC2)c2ccccc2n1 (configuration not stated)	1	4	.	2
COc1ccc2c(c1)C(CC(C)=O)N(c1ccc(-c3cccs3)cc1)C(c1ccsc1)=C2 (configuration not stated)	-34	64*	.	-29
COC(=O)CCN(Cc1ccc(OC)cc1OC)S(=O)(=O)c1ccccc1Br	-15	0	.	7
CC(=O)NCc1ccc(S(=O)(=O)NC2CCN(Cc3ccccc3)CC2)cc1	6	25	.	-14
COc1ccc(NC(=O)c2ccccn2)cc1OC	13	-145	.	18
O=C(O)c1cc(-c2cccs2)nc2ccc(Br)cc12	5	7	.	6
O=C(CCc1ccccc1)N1CCN(c2ccccn2)CC1	5	31	.	16
O=C1NC[C@H](Cc2ccc(O)cc2)N(C[C@@H]2CCCN2C[C@H](Cc2ccccc2)N2C[C@H](Cc3ccccc3)N(CCc3ccccc3)C(=O)C2=O)C1=O	-31	5	.	-8
C=C1[C@@H](CCO)N(S(=O)C(C)(C)C)C[C@@H]1C (some centres not stated)	6	-4	.	7
CCCCS(=O)(=O)N1CCCc2nc(-c3ccccc3)ccc21	-15	9	.	-20
CCCCOc1ccc(C(=O)NC2CCCCN(CCC)C2=O)cc1 (configuration not stated)	-8	-7	.	-11
COc1ccc(C2CC(=O)C(c3ccccc3C)=CN2Cc2ccccc2)cc1 (configuration not stated)	-29	1	.	4
COc1ccc(/C=N/NC(=O)c2cccnc2)cc1Cn1nc([N+](=O)[O-])c(Br)c1C	-11	-7	.	14
CN1CCN(C2CN(Cc3cn(Cc4cccc(Cl)c4)nn3)S(=O)(=O)C2)CC1 (configuration not stated)	-1	-2	.	-5
O=C(CN1CCN(c2cccc(Cl)c2)CC1)Nc1ccc([N+](=O)[O-])cc1C(=O)Nc1ccccc1F	7	27	.	18
O=C(NCCN1CCC(n2c(=O)[nH]c3ccccc32)CC1)c1ccc(F)cc1Cl	0	14	.	-3
CC(C)(C)OC(=O)N1CCCN(C(c2cc3ccccc3o2)c2nnnn2C(C)(C)C)CC1 (configuration not stated)	-48	-16	.	2

Part of the list above, in markdown:
| smiles | INS-1E GSIS act | PAX8 reporter | PGC1a acetyl inh | LGR2 inh |
| --- | --- | --- | --- | --- |
| O=C(CN1CCN(c2cccc(Cl)c2)CC1)Nc1ccc([N+](=O)[O-])cc1C(=O)Nc1ccccc1F | 7 | 27 | . | 18 |
| CC(C)(C)OC(=O)N1CCCN(C(c2cc3ccccc3o2)c2nnnn2C(C)(C)C)CC1 (configuration not stated) | -48 | -16 | . | 2 |
| O=C(O)c1cc(-c2cccs2)nc2ccc(Br)cc12 | 5 | 7 | . | 6 |
| O=C(CCc1ccccc1)N1CCN(c2ccccn2)CC1 | 5 | 31 | . | 16 |
| C/C=C/c1ccc(C2[C@H]3CNC[C@@H]2N3C(=O)Nc2ccc(F)cc2)cc1 (some centres not stated) | -20&-4 | . | 4 | -8&-5 |

New compounds follow:
SMILES	INS-1E GSIS act	PAX8 reporter	PGC1a acetyl inh	LGR2 inh
CCOC(=O)CC1(CCc2ccccc2)Oc2ccccc2N1S(=O)(=O)c1ccc(C)cc1 (configuration not stated)	18	16	.	31
Clc1ccc(/C(Cc2nc3ccccc3[nH]2)=N\Nc2ccccc2)cc1	8	-7	.	-8
O=C1CN(C(=O)COc2cccc(F)c2)c2ccccc2N1	13	12	.	0
CCn1nc(C)c(CN2CCc3c([nH]c4ccccc34)C2c2ccc(F)c(OC)c2)c1C (configuration not stated)	-20	32	.	-5
Cc1cc(Nc2cc(C(F)(F)F)cc(C(F)(F)F)c2)cc(=O)n1-c1cc(C(F)(F)F)cc(C(F)(F)F)c1	3	-34	.	22
OC(c1ccccc1)(c1ccccc1)C1CCN(CCCOc2cccc(OC(F)(F)F)c2)CC1	160*	15	.	0
O=C(CSc1ncnc2c1nnn2Cc1ccccc1)NC1CCCC1	-5	5	.	-2
O=C(Nc1c(F)c(F)c(F)c(F)c1F)OC[C@@H]1CSCCS(=O)(=O)N1	-2	15	.	-10
CC(C)(C)NC(=O)C(c1ccc(-c2ccccc2)cc1)n1c(=O)c(-c2cc3ccccc3[nH]2)nc2ccccc21 (configuration not stated)	12	29	.	-47
CCCCOCCCNC(=O)C[C@@H]1C[C@@]2(C(=O)OC)CC(C)(C)CC=C2N(Cc2ccccc2)C1=O	-31	1	.	7
CC(=O)Nc1ccc(O)c(-c2nc3ccccc3s2)c1	1	-35	.	-59
O=C(CCC(=O)OCc1ccc([N+](=O)[O-])cc1)Nc1ccc(F)cc1	21	3	.	25
CC(C)C[C@H]1COc2cc(N3CCSCC3)ccc2S(=O)(=O)N1	-8	7	.	8
COc1cccc(C(=O)N[C@H](C(=O)N2CCC[C@H]2C(=O)NCc2ccccc2)c2ccccc2)c1	10	-4	.	-14
Cc1nn(C)cc1CNC(=O)C1C2CCC(C2)C1C(=O)O (configuration not stated)	0	3	.	17
COc1cccc([C@@H](NC(=O)C(F)(F)F)[C@@H]2CCCC=C2c2ccccc2)c1	-31	-11	.	-1
COc1ccc(C2=Cc3ccccc3C(CC(=O)C3CC3)N2c2ccc(C#CCCO)cc2)cc1 (configuration not stated)	-16	6	.	-2
CCOc1ccc(N2C(=O)CC(N(Cc3ccco3)C(=O)CC)C2=O)cc1 (configuration not stated)	25	-5	.	8
COc1cc(OC)cc(-c2c(Sc3ccccc3)c3cc(-c4cnc(N5CCOCC5)nc4)ccc3n2C)c1	0	-17	.	11
O=C(NCC1CCCO1)C(c1ccc(F)cc1)N(CCCN1CCOCC1)C(=O)c1ccc(-c2ccccc2)[nH]1 (configuration not stated)	-9	4	.	-42
COc1ccc2c3c(n(C)c2c1)[C@H](CO)N(Cc1ccncc1)CC31CCN(C(=O)C2CCCC2)CC1	-22	9	.	-9
CC(C)C[C@H]1CNC(=O)C(=O)N1C[C@@H]1CCCN1C[C@H](Cc1ccc(O)cc1)N1C[C@H](Cc2ccccc2)N(CC2CCCCC2)C(=O)C1=O	-5	1	.	8
COc1cccc(C(=O)N[C@@H](Cc2cccnc2)C(=O)N2CCC[C@H]2C(=O)NC2CCCC2)c1	19	-7	.	2
Cc1ccccc1N1C(=O)C(Oc2ccc(Cl)cc2)C1CNCC1CCCO1 (configuration not stated)	-5	-4	.	3
C/C(=N/NC(=O)c1sc(=S)n(C)c1C)c1ccccc1	-2	10	.	-18

Next records follow:
SMILES	INS-1E GSIS act	PAX8 reporter	PGC1a acetyl inh	LGR2 inh
Cc1ccc(NC2=NCC(=O)N2C2CCCC2)cc1C	-1	-12	.	-28
CC(C(=O)NCc1ccc2c(c1)OCO2)c1ccc([N+](=O)[O-])cc1 (configuration not stated)	4	0	.	2
O=C1c2ccccc2[C@@H]2Cc3csc[n+]3[C@H]12	7	11	.	9
O=C(CN1CCc2cc3c(cc2C1)OCCCO3)Nc1cccc([N+](=O)[O-])c1	-2	-8	.	-6
CCOC(=O)c1c(C)c(C(=O)NCc2ccc(OC)cc2)c(C)n1C	31	9	.	-1
Cc1ccc(OCCCN2CCC(C(O)(c3ccccc3)c3ccccc3)CC2)cc1	-21	0	.	11
COc1ccc(OC)c(CN2CCN(C(=O)c3cc(S(=O)(=O)N4CCOCC4)ccc3C)CC2)c1	19	10	.	0
CCOC(=O)[C@]12CCCC=C1N(Cc1ccco1)C(=O)[C@H](CC(=O)NCCC(C)C)C2	-36	0	.	-4
Cc1[nH]nc2c1C(c1ccccc1)N(Cc1ccccc1)C2=O (configuration not stated)	-2	6	.	-1
C[C@H]1CN(S(=O)(=O)C(C)(C)C)[C@@H](CCO)/C1=C\c1ccccc1	14	-3	.	-11
O=[N+]([O-])c1cccc(Cl)c1CSc1ccccn1	-17	6	.	8
CC(C)C[C@@H]1COc2cc(NC3CC3)ccc2S(=O)(=O)N1	11	45	.	-5
O=Nc1ccccn1	8	-2	.	-9
COC(=O)[C@]12C[C@H](CC(=O)NCc3cccs3)C(=O)N(Cc3ccccc3)C1=C[C@H](C(C)(C)C)O[C@@H]2C	-10	-14	.	0
COC(=O)C1=C(C)N(Cc2ccccc2C(F)(F)F)C(=NCc2ccc3c(c2)OCO3)NC1c1ccc(C(F)(F)F)cc1 (configuration not stated)	11	10	.	-8
Cc1cc(C)c2cc(C)c(SCC(=O)NCc3ccco3)nc2c1	-6	-3	.	15
CCCCNC(=O)C[C@H]1C[C@@]2(C(=O)OC)C(=C[C@H](C(C)C)O[C@@H]2C2CC2)N(Cc2ccccc2)C1=O	-20	-4	.	-8
CN(Cc1ccc(Cl)cc1)C(c1cc2ccccc2o1)c1nnnn1C(C)(C)C (configuration not stated)	-54	-1	.	17
CC(CN1CCCCC1)NC(=O)c1scnc1-c1ccccc1 (configuration not stated)	14	1	.	-10
Cc1cccc(Nc2nc(-c3ccccc3)c(C(=O)Nc3cccnc3)s2)c1	3	-20	.	-11
CCC(CC)NC(=O)Nc1cccc(C)c1C	7	14	.	13
O=C(OCCN1CCOCC1)C1(c2ccccc2)CCCCC1	-6	-1	.	-10
COc1ccc([C@H]2CC(=O)C[C@@H](CCn3cccn3)O2)cc1	5	1	.	-1
COC(=O)[C@@]1(Cc2ccc(F)cc2)[C@H]2c3cc(C(=O)N4CCCC4)n(C)c3C[C@H]2CN1C(=O)c1ccccc1	-45	-30	.	-7
Nc1[nH]c(C(=O)c2ccccc2)c(-c2ccccc2Br)c1C(=O)c1ccccc1	-6	-3	.	-3

Next section, overlapping the part above by 3 compounds.
SMILES	INS-1E GSIS act	PAX8 reporter	PGC1a acetyl inh	LGR2 inh
COc1ccc([C@H]2CC(=O)C[C@@H](CCn3cccn3)O2)cc1	5	1	.	-1
COC(=O)[C@@]1(Cc2ccc(F)cc2)[C@H]2c3cc(C(=O)N4CCCC4)n(C)c3C[C@H]2CN1C(=O)c1ccccc1	-45	-30	.	-7
Nc1[nH]c(C(=O)c2ccccc2)c(-c2ccccc2Br)c1C(=O)c1ccccc1	-6	-3	.	-3
COCCCn1c(C)cc(C(=O)COC(=O)CCc2nc3ccccc3c(=O)[nH]2)c1C	6	-12	.	2
COc1ccc(C(C(=O)Nc2ccc(F)cc2)N2CCN(c3ccncc3)CC2)cc1 (configuration not stated)	-7	-9	.	-55
O=C(N/N=C/c1c[nH]c2c1ccc1ccccc12)c1ccc([N+](=O)[O-])cc1	5	7	.	3
COc1ccc(C2C(C#N)=C(N)N(N(C)C)C3=C2C(=O)CC(C)(C)C3)cc1OC (configuration not stated)	27	-3	.	2
CC(C)C[C@@H](CN1CCC[C@H]1CN1C(=O)C(=O)NC[C@@H]1Cc1ccccc1)N1C[C@H](Cc2ccccc2)N(CC2CCCCCC2)C(=O)C1=O	-40	65*	.	?
CCCCn1nnnc1C1(C)CCC(=O)N1CC(F)(F)F (configuration not stated)	-2	-7	.	6
COc1cccc(-c2nc3nc(C)cc(C)n3c2NC2CCCC2)c1	9	-2	.	-13
COCCNC(=O)NC(=O)CN1CCN(C(c2ccccc2)c2ccccc2)CC1	-6	-7	.	28
COC(=O)N1C[C@H](Oc2ncccn2)[C@H]2C[C@@H]1c1ccccc1O2	-5	-17	.	1
FC(F)c1nc2nc(Cl)c(Cl)nc2[nH]1	-16	-23	.	0
COc1ccccc1OCCn1nc2ccccc2c1OC	11	-3	.	-9
Cc1ccccc1CSCC(=O)NCc1ccco1	-3	-14	.	-4
CCCCc1c(-c2ccccc2OC)ncn1CCc1ccccc1OC	25	27	.	41
N/C(=N\OC(=O)CCc1ccccc1)c1cccnc1	-8	-30	.	-26
CCOc1ccc(CCN2C(=O)C(=O)N([C@@H](Cc3ccccc3)CN3CCC[C@H]3CN3C(=O)C(=O)NC[C@@H]3Cc3ccc(O)cc3)C[C@@H]2CC(C)C)cc1	-5	3	.	9
COc1ccc(C2=Nc3ccccc3N(C(=O)c3ccncc3)C2C(=O)NC(C)C)cc1 (configuration not stated)	9	-58	.	-22
COc1cc(C=O)ccc1OS(=O)(=O)c1ccccc1[N+](=O)[O-]	-8	-30	.	-13
O=CC(=Cc1ccccc1)c1ccccc1	2	-4	.	-13
